ASM inhibitor = Inhibitors of Secretory Acid Sphingomyelinase (S-ASM): qHTS; Sphingomyelin phosphodiesterase (Homo sapiens), P17405; placental ASM, HMU-PC fluorogenic substrate, 60 min; Potency, µM (titrated, usually from 57.5 µM), for inactives: at the highest dose activity change, negative = inhibition, most hits filed as inhibitors; hit rate 0.006% among 340,000; AID 504937, 2011; also: potency is read from the fitted curve at half-maximal effect
Target sequence (P17405 47-631 limits assumed): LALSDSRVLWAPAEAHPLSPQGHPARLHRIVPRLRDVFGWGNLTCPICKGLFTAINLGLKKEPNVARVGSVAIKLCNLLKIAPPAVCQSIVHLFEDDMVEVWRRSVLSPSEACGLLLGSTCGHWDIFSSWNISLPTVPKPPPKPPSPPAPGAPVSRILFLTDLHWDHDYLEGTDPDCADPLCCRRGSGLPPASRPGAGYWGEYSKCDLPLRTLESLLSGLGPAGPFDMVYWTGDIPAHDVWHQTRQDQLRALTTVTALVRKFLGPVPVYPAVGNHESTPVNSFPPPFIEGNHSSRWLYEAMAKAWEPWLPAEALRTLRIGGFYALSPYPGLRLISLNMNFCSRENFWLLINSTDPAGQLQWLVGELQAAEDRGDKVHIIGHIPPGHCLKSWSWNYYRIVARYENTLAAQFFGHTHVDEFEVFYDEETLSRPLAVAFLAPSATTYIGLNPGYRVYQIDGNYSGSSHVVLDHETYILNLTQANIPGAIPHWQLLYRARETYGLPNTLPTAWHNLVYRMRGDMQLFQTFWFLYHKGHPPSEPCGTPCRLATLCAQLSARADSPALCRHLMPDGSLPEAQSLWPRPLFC
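Fluorogenic HMU-PC substrate (9 uM final) is turned over by placental ASM in 60 min at 37 C after a 10 min compound preincubation. Reaction ended by alkaline stop (pH 10), with fluorescence read at 386/447 nm.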
Tb PFK inh = qHTS Assay to Find Inhibitors of T. brucei phosphofructokinase; ATP-dependent 6-phosphofructokinase (Trypanosoma brucei brucei), O15648; T. brucei PFK, ADP-Glo luminescence; Potency, µM (doses to about 57.5 µM), for the others: at the top dose activity, negative = inhibition, usual class: inhibitors; hit rate 0.17% among 330,000; AID 485367, 2010;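 also: potency is read from the fitted curve at half-maximal effect; 0% = uninhibited 1x PFK enzyme wells and -100% = no-enzyme wells; nearly all actives have a fitted effect of over 60% in size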
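Activity is normalized to no-enzyme wells (full inhibition) and 1.25 nM enzyme wells (no inhibition). Reaction: 0.5 mM F6P, 0.1 mM ATP, 45 min RT, ADP-Glo luminescence; concentration-response curves fitted and classed by quality.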
Chronic BCR inh = qHTS Assay to Find Inhibitors of Chronic Active B-Cell Receptor Signaling; Potency, µM (highest dose often 46.1 µM), for inactives: at the top dose ratio change, negative = lower green/red ratio, actives largely listed as inhibitors; ABC-DLBCL IkBa-CBG/CBR reporter, luminescence ratio, 4 h; hit rate 0.05% among 340,000; active = well fitted inhibition curve with a large enough effect in the signal ratio, with a control signal flat, not every such curve was filed as active; inconclusive = small, poorly fitted or top-dose-only effect, or effect the other way, or a change in a side signal; the % refers to the signal ratio;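 also: potency is read from the fitted curve at half-maximal effect; plate controls were basal doxycycline-induced cells for no effect and cells given 10 µM MG132 for full effect; MG132 reads +100%, hits lower the ratio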
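TMD8 human ABC-DLBCL cells with doxycycline-inducible IκBα–green luciferase fusion and unfused red luciferase, in 0.5% FBS medium; compounds up to 46 uM, 4 h at 37C. Green/red luminescence ratio, filter-overlap corrected, fitted to concentration-response curves.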
ELG1 DNA repair = qHTS screen for small molecules that inhibit ELG1-dependent DNA repair in human embryonic kidney (HEK293T) cells expressing luciferase-tagged ELG1; HEK293T ELG1-luciferase reporter, luminescence, 16 h; DNA damage induced by 5-fluorouridine; Potency, µM (doses to about 46.1 µM), without a hit: at the top dose activity change, negative = inhibition, usual class: inhibitors; hit rate 2.3% among 330,000; also: potency is read from the fitted curve at half-maximal effect; % is scaled to controls: 0 for no effect and ±100 for the full control effect; nearly all actives have a fitted effect of over 55% in size
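Step one: seed 2,000 cells per well. Step two: pin-transfer compound or DMSO alongside 5-fluorouridine. Step three: incubate 16 hr, 37 °C, 5% CO2. Step four: add ONE-Glo, wait 30 min, read luminescence.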
TSHR antag = Antagonists of the Thyroid Stimulating Hormone Receptor: HTS campaign. AID 504810, 2011. activity change, negative = inhibition, % at 11.5 µM. hit rate 0.2% among 330,000. TSHR-expressing cells, TSH-stimulated cAMP HTRF, 2 h; hits give low values. Thyrotropin receptor (Homo sapiens), P16473;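 active = activity change below a set negative limit, meaning inhibition stronger than a set level, cut at about -70% in these data; inconclusive = activity change between two set negative limits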; also: % is scaled to controls: 0 for no effect and ±100 for the full control effect
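Competitive HTRF cAMP read-out (cryptate anti-cAMP antibody, cAMP-d2; 30 min, room temperature) in freshly harvested TSHR cells. Compounds added before TSH at EC80 (4nM final), followed by 2 hours' incubation at 37 deg C.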
AT treatment = qHTS Assay for Identifying a Potential Treatment of Ataxia-Telangiectasia; hit rate 0.19% among 320,000; Potency, µM (highest dose often 57.5 µM), inactives show top-dose activation, most hits filed as activators; […] A-T fibroblasts, KAP-1 phosphorylation AlphaLISA; neocarzinostatin DNA damage 30 min before lysis; also: potency is read from the fitted curve at half-maximal effect; % of control where 0% means no effect; nearly all actives have a fitted effect of over 45% in size
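ATM-like activity read as KAP-1 phosphorylation via AlphaLISA donor/acceptor antibody pairs after lysis and 6 hr at 25C. Cells were ATM-null patient fibroblasts ([…], hTERT), dosed 60 min, then exposed to the DSB inducer NCS for 30 min.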
Eya2 phos inh = qHTS Assay for Inhibitors of the Phosphatase Activity of Eya2. Protein phosphatase EYA2 (Homo sapiens), O00167. recombinant Eya2, OMFP fluorescence dephosphorylation (OMFP is methylfluorescein phosphate). Potency, µM (series often up to 76.9 µM), for the others: at the top dose activity, negative = inhibition, usual class: inhibitors. hit rate 0.006% among 330,000. AID 488837, 2010; also: potency is read from the fitted curve at half-maximal effect; % is scaled to controls: 0 for no effect and ±100 for the full control effect
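Eya2 protein (added as 0.2 uM solution) was preincubated with compound for 10 min at ambient temperature in 50 mM HEPES pH 7.5, 50 mM NaCl, 5 uM MgCl2, 0.05% BSA, 1 mM DTT. OMFP (added at 50 uM) then reacted 10 min; fluorescence read at 485/525 nm.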
TSG101-PTAP inh = qHTS Assay for Iinhibitors of HIV-1 Budding by Blocking the Interaction of PTAP/TSG101 | Fluorescence polarization, FITC-PTAP peptide / Tsg101 binding | 340,000 tested, under 10 active | Tumor susceptibility gene 101 protein (Homo sapiens), Q99816 | Potency, µM (highest dose often 115 µM), inactives show at the highest dose activity change, negative = inhibition, actives largely listed as inhibitors | AID 493005, 2010; active = well fitted inhibition curve with a large enough effect in the main read-out, with a control signal flat, not every such curve was filed as active; inconclusive = small, poorly fitted or top-dose-only effect, or effect the other way, or a change in a side signal; inactive = no such curve, though single readings can be large or run the other way; also: potency is read from the fitted curve at half-maximal effect; % of control where 0% means no effect
Target sequence (Q99816 whole entry, looked up): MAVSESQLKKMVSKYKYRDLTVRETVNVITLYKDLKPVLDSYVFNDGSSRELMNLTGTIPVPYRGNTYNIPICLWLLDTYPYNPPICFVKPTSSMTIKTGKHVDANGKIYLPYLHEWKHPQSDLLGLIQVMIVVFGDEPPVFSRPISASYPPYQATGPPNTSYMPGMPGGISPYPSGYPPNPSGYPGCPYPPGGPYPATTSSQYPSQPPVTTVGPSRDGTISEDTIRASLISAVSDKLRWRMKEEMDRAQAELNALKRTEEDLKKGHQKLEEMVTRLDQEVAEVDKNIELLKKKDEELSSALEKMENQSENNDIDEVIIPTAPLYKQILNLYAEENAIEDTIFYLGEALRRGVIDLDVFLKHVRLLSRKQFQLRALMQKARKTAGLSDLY
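Compounds were pin-transferred onto Tsg101 binding domain (10 uM final) in HEPES pH 7.5 buffer, then FITC-PTAP peptide was added at 50 nM final. After 20 min at RT, polarization reported peptide displacement across a qHTS concentration series.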
a7 integrin act = qHTS for Activators of Integrin-Mediated Alleviation for Muscular Dystrophy; alpha7betagal myoblasts, beta-gal FDG fluorescence, 48 h; Potency, µM (titrated, usually from 38.3 µM), for inactives: at the top dose activation, most hits filed as activators; hit rate 0.064% among 350,000; AID 624291, 2012;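 also: potency is read from the fitted curve at half-maximal effect; 100% = response of the positive control SU9516; nearly all actives have a fitted effect of over 60% in size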
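Alpha7betagal+/- myoblasts (passage 13) were plated 16-24 hr, then exposed to compounds (1:260 dilution of DMSO stock) for 48 hours at 37C. After MPER lysis, β-galactosidase reporter activity was read as FDG fluorescence (ex 480/em 540) after 30 minutes.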
TCR activator = Activators of T cell receptors: qHTS campaign | 330,000 tested, under 10 active | AID 504894, 2011 | primary human leukocytes, anti-CD3, IL-2 HTRF, 48 h | Potency, µM (doses to about 9.22 µM), for inactives: top-dose activation of IL-2 secretion, most hits filed as activators; also: % of control where 0% means no effect
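Human primary leukocytes + a-CD3 beads + cpd, 48 hr; IL-2 in supernatant by HTRF (ex 320nm / em 665nm). No co-stimulatory signal supplied.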
Mito fusion yeast = qHTS Assay for Small Molecule Inhibitors of Mitochondrial Division or Activators of Mitochondrial Fusion. Potency, µM (top dose mostly 46.1 µM), inactives show top-dose growth rescue (activation), actives largely listed as activators. hit rate 0.23% among 320,000. S. cerevisiae fusion-defective mutant growth rescue, CellTiterGlo 48 h;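 also: potency is read from the fitted curve at half-maximal effect; % of control where 0% means no effect; nearly all actives have a fitted effect of over 45% in size; temperature-sensitive fusion mutants such as fzo1-1 at 37 °C on non-fermentable ethanol glycerol medium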
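Yeast fusion mutant, YPEG (non-fermentable carbon), compound, 48 h at 37C non-permissive; CellTiterGlo added, 10 min RT, luminescence read. Rescued growth = division inhibition.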
* = called active by the depositor; [ ] = dose if it differs, or a comment. Unless noted, calls follow the shape of the dose curve; as a rule, active = well fitted curve in the direction sought with a large enough effect; inconclusive = small, poorly fitted or top-dose-only effect, or another doubt; inactive = no such curve, though single readings can be large; an effect the other way counts as inactive or inconclusive. This is a random part of the collection. Share with any hit: about 3.2%.

What do the screens show for `CC(NC(=O)C12CC3CC(CC(O)(C3)C1)C2)c1ccc(Cl)cc1Cl` (centres undefined)?
ASM inhibitor: 4%; Tb PFK inh: -1%; Chronic BCR inh: 0%; ELG1 DNA repair: -1%; TSHR antag: 6; AT treatment: 2%; Eya2 phos inh: 9%; TSG101-PTAP inh: -1%; a7 integrin act: 2%; TCR activator: -7%; Mito fusion yeast: 5%

How did CCOC(=O)c1c(C)[nH]c(C)c1C(=O)COC(=O)c1ccc(Cl)nc1 do in these assays?
ASM inhibitor: -2%; Tb PFK inh: 1%; Chronic BCR inh: inconclusive; ELG1 DNA repair: 1%; TSHR antag: 2; AT treatment: -3%; Eya2 phos inh: -11%; TSG101-PTAP inh: -5%; a7 integrin act: 10%; TCR activator: 1%

Results for CCC(C)NC(=O)CS(=O)(=O)Cc1nc(-c2cccc(OC)c2)oc1C (centres undefined) ?
ASM inhibitor: 4%; Tb PFK inh: 1%; Chronic BCR inh: -2%; ELG1 DNA repair: -5%; TSHR antag: 3; AT treatment: 0%; Eya2 phos inh: 7%; TSG101-PTAP inh: -3%; a7 integrin act: -3%; TCR activator: 8%; Mito fusion yeast: -9%

Results for COc1ccc(NC(=O)Nc2nnc(N3CCC(C)CC3)s2)cc1OC ?
ASM inhibitor: 2%; Tb PFK inh: -4%; Chronic BCR inh: 6%; ELG1 DNA repair: 10%; TSHR antag: 0; AT treatment: -1%; Eya2 phos inh: 5%; TSG101-PTAP inh: -3%; a7 integrin act: -45%; TCR activator: -1%; Mito fusion yeast: -4%

Results for CCN(CC)CCN(C(=O)C1CCCCC1)c1nc2cc3c(cc2s1)OCO3 ?
ASM inhibitor: -3%; Tb PFK inh: 2%; Chronic BCR inh: 0%; ELG1 DNA repair: 1%; TSHR antag: -4; AT treatment: 18%; Eya2 phos inh: -9%; TSG101-PTAP inh: -1%; a7 integrin act: -24%; TCR activator: 0%; Mito fusion yeast: -5%

What do the screens show for `Cc1ccc(NC(=O)CN(C)CC(=O)Nc2ccccc2-c2ccccc2)cc1`?
ASM inhibitor: -2%; Tb PFK inh: -1%; Chronic BCR inh: inconclusive; ELG1 DNA repair: inconclusive; TSHR antag: 5; AT treatment: -5%; Eya2 phos inh: -11%; TSG101-PTAP inh: -11%; a7 integrin act: -6%; TCR activator: 10%; Mito fusion yeast: 2%

How did O=C(NCC1CCCCC1)c1ccccc1[N+](=O)[O-] do in these assays?
ASM inhibitor: -1%; Tb PFK inh: 0%; Chronic BCR inh: 0%; ELG1 DNA repair: -14%; TSHR antag: -10; AT treatment: 4%; Eya2 phos inh: -8%; TSG101-PTAP inh: 1%; a7 integrin act: 20%; TCR activator: 0%; Mito fusion yeast: -3%

What do the screens show for `COc1ccc2c(c1OC)C(=O)OC2N1C(=O)CC[C@H]1C(=O)Nc1ccc2c(c1)OCO2` (some centres undefined)?
ASM inhibitor: -2%; Tb PFK inh: -1%; Chronic BCR inh: -1%; ELG1 DNA repair: inconclusive; TSHR antag: 3; AT treatment: -1%; Eya2 phos inh: -6%; TSG101-PTAP inh: 2%; a7 integrin act: -15%; TCR activator: 0%; Mito fusion yeast: -6%

What do the screens show for `O=C(COC(=O)Cc1ccc([N+](=O)[O-])cc1)NC1CCCCCC1`?
ASM inhibitor: 2%; Tb PFK inh: -1%; Chronic BCR inh: 0%; ELG1 DNA repair: 0%; AT treatment: 25%; Eya2 phos inh: -38%; TSG101-PTAP inh: -2%; a7 integrin act: 11%; TCR activator: 2%

How did COC(=O)CCC(=O)Nc1cccc(Br)c1 do in these assays?
ASM inhibitor: 0%; Tb PFK inh: 0%; Chronic BCR inh: inconclusive; ELG1 DNA repair: 1%; TSHR antag: 22; AT treatment: -3%; Eya2 phos inh: -20%; TSG101-PTAP inh: 0%; a7 integrin act: 11%; TCR activator: 1%; Mito fusion yeast: -7%

What do the screens show for `Cc1ccc(-n2ncc3c(Nc4c(C)n(C)n(-c5ccccc5)c4=O)ncnc32)c(C)c1`?
ASM inhibitor: 1%; Tb PFK inh: 0%; Chronic BCR inh: 1%; ELG1 DNA repair: -2%; TSHR antag: 2; AT treatment: 1%; Eya2 phos inh: 1%; TSG101-PTAP inh: 0%; a7 integrin act: -6%; Mito fusion yeast: -7%

How did CC(=O)c1ccc(NC(=O)Cn2cnc(S(=O)(=O)N3CCOCC3)c2)cc1 do in these assays?
ASM inhibitor: 1%; Tb PFK inh: 4%; Chronic BCR inh: 1%; ELG1 DNA repair: 10%; TSHR antag: 21; AT treatment: -5%; Eya2 phos inh: -2%; TSG101-PTAP inh: -2%; a7 integrin act: 22%; TCR activator: 9%; Mito fusion yeast: 0%

What do the screens show for `COc1ccc(OC)c(NS(=O)(=O)c2ccc(NC(=O)c3ccc(NS(C)(=O)=O)cc3)cc2)c1`?
ASM inhibitor: -2%; Tb PFK inh: 0%; Chronic BCR inh: inconclusive; ELG1 DNA repair: -16%; TSHR antag: -7; AT treatment: -6%; Eya2 phos inh: -18%; TSG101-PTAP inh: 0%; a7 integrin act: -25%; TCR activator: 15%[46.1 µM]; Mito fusion yeast: -3%

Results for COc1ccc(C)cc1NC(=O)CN1CCN(S(=O)(=O)c2ccc(F)cc2)CC1 ?
ASM inhibitor: 0%; Tb PFK inh: 1%; Chronic BCR inh: inconclusive; ELG1 DNA repair: -26%; TSHR antag: 10; AT treatment: 2%; Eya2 phos inh: inconclusive; TSG101-PTAP inh: -3%; a7 integrin act: -39%[inhibitor]; TCR activator: -1%; Mito fusion yeast: 3%

Results for O=C(c1cccc(S(=O)(=O)N2CCN(c3ccc(F)cc3)CC2)c1)N1CCCC(C(F)(F)F)C1 (centres undefined) ?
ASM inhibitor: -1%; Tb PFK inh: -4%; Chronic BCR inh: 17%; ELG1 DNA repair: inconclusive; TSHR antag: -27; AT treatment: 4%; Eya2 phos inh: 3%; TSG101-PTAP inh: -11%; a7 integrin act: -26%; TCR activator: 5%; Mito fusion yeast: 24%

Results for CCOc1ccc(NC(=O)CN(C)CC(=O)Nc2ccc(F)c(F)c2F)cc1OCC ?
ASM inhibitor: 4%; Tb PFK inh: 2%; Chronic BCR inh: -2%; ELG1 DNA repair: -14%; TSHR antag: -5; AT treatment: 1%; Eya2 phos inh: -2%; TSG101-PTAP inh: 1%; a7 integrin act: -17%; TCR activator: -2%; Mito fusion yeast: -2%

How did Cc1cc(C(=O)COc2ccc(F)cc2Br)c(C)n1C1CC1 do in these assays?
ASM inhibitor: -4%; Tb PFK inh: 3%; Chronic BCR inh: inconclusive; ELG1 DNA repair: inconclusive; TSHR antag: -8; AT treatment: 1%; Eya2 phos inh: 24%; TSG101-PTAP inh: 0%; a7 integrin act: -36%; TCR activator: -5%; Mito fusion yeast: inconclusive
